High-throughput results (PubChem BioAssay)
Diaphorase act = activates diaphorase or chemically reduces, flagging diaphorase assay artifacts; Diaphorase/resazurin coupled assay, resorufin fluorescence, 16 min; active compounds read high; 1 = vehicle wells, 0 = NADH-free wells; activation factor at 20 µM; 0.005% of 190,000 active;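 active = diaphorase activity raised at least twofold by the compound at 20 µM; inactive = activation factor below 2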
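Test system: Clostridium kluyveri diaphorase, purified enzyme; input: enzyme 0.07 U/mL final; buffer or medium: 50 mM HEPES pH 7.4 with 4.542 mM MgCl2, 0.005% Tween 20; also added: 0.114 mM NADH and 0.1 mM resazurin, final amounts; schedule: 16 min enzyme reaction, ambient temperature; technique: fluorescence of resorufin, 544 nm excitation, 590 nm emission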
Efa HMGR inh = inhibitors of class II HMG-CoA reductase from Enterococcus faecalis; purified E. faecalis HMGR, NADPH absorbance 340 nm kinetic; AID 1066; inhibition, % at 10 µM; 0.41% of 190,000 active;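 active = inhibition above a set limit, the median over all tested compounds plus 3 SD, cut at about 9.5% in these data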;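 note: enzyme runs in reverse so mevalonate oxidation gives rising NADPH absorbance; 0% = complete reaction with DMSO and 100% = background rate lacking mevalonate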
FLuc act counter = firefly luciferase counter-screen for stimulation assays. P08659. ATPlite luciferase biochemical, luminescence, 10 min; 0 = ATP-free wells, 1 = DMSO control. activation factor at 10 µM. 200,000 tested, under 10 active;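 active = luciferase activation factor, scaled between plate controls, of at least 2 with compound at 10 µM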
Target sequence (P08659 whole entry, looked up): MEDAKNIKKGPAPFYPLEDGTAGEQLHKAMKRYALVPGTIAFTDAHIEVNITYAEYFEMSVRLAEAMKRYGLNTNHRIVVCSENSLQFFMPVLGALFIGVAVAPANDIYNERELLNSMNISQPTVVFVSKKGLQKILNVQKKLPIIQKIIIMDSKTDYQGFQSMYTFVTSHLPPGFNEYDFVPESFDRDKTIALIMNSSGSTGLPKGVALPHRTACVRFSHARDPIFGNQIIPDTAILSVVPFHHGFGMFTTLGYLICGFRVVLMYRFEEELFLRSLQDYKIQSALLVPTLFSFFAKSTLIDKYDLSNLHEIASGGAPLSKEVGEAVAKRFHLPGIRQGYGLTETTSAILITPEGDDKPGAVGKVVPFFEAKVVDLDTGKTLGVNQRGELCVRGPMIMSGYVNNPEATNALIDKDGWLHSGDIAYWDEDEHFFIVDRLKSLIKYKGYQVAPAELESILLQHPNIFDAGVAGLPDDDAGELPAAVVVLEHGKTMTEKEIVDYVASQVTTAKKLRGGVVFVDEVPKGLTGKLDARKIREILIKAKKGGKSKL
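System: Luciferase/luciferin detection reagent, cell-free biochemical luciferase assay | Medium: PBS buffer for ATP | Dosing: Test compounds dosed from 2 mM stocks in 100% DMSO | Timing: 10 min at ambient temperature | Signal: Luminescence measurement of luciferase light output | Evaluation: Luciferase activation, seen as luminescence increase over controls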
G6PDH CS = inhibits Leuconostoc G6PDH, flagging false hits in G6PDH-based assays | Purified L. mesenteroides G6PDH, diaphorase/resazurin coupled fluorescence, 45 min | inhibition, % at 5 µM | 0.12% of 200,000 active | AID 1020; in the data active = inhibition above about 50%
TNAP act hi DEA = activators of human TNAP at high phosphate acceptor concentration | activation factor at 20 µM | purified TNAP, CDP-star luminescence, 1 M DEA, 30 min; active compounds read high; 0 = EDTA background, 1 = DMSO-only activity | P05186 | 200,000 tested, under 10 active;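 active = activation factor at least 2 at 20 µM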
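Measured by: Luminescent substrate turnover signal | Test system: Human TNAP | Input: TNAP 1/800 final | Dosing: 20 µM single point | Schedule: 30 min, room temperature | Controls: EDTA wells as negative control, DMSO wells as positive control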
TNAP inh hi DEA = TNAP (human) inhibition, high acceptor; 0.03% of 200,000 active; purified TNAP, CDP-star luminescence, 1 M DEA; inhibition, % at 20 µM; AID 1135;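 active = over 50% inhibition of tissue-nonspecific alkaline phosphatase at 20 µM in the single-dose screen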;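 note: plate controls were DMSO wells for no effect and EDTA-quenched wells as full inhibition for full effect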
PMI act = increases human mannose-6-phosphate isomerase activity. P34949. purified human PMI, coupled resazurin fluorescence, 20 min; active compounds read high; 1 = vehicle control, 0 substrate-free wells. activation factor at 20 µM. 0.005% of 190,000 active;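 active = activation factor of 2 or more at 20 µM, relative to plate controls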
Target sequence (P34949 whole entry, looked up): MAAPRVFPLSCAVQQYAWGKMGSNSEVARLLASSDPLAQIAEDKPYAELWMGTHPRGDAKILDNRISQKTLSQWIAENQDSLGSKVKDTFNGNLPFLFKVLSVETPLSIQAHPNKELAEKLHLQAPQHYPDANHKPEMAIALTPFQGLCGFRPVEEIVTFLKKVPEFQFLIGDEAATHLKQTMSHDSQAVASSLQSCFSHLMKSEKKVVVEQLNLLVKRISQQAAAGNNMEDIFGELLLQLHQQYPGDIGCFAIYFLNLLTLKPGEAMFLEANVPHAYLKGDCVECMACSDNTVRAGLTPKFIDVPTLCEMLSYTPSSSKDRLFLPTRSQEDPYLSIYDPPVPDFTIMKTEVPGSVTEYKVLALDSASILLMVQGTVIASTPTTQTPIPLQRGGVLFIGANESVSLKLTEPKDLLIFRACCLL
PMI act hi M6P = activators of human phosphomannose isomerase at near-saturating mannose 6-phosphate; coupled PMI enzyme assay, resazurin fluorescence, 20 min; active compounds read high; 1 = untreated enzyme, 0 = substrate-free blank; 0.34% of 190,000 active; activation factor at 20 µM; P34949;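 active = activation factor of 2 or more at 20 µM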
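Material: human phosphomannose isomerase with PGI, G6PDH, diaphorase coupling enzymes / Reagent: Man-6-P substrate 1.0 mM / Dosing: single compound dose of 20 µM, 1% DMSO final / Incubation: enzyme reaction with compound 20 min at room temperature / Signal: resorufin fluorescence (Ex 544/Em 590 nm) from resazurin via diaphorase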
TNAP inh noacc = TNAP (human) inhibition, acceptor-free conditions | purified TNAP, CDP-star luminescence, 30 min | AID 1012 | P05186 | inhibition, % at 20 µM | 0.26% of 200,000 active;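 active = tissue-nonspecific alkaline phosphatase inhibition above about 50% at 20 µM in the single-dose screen, limit read from the data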;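 note: 0% = DMSO negative control and 100% = EDTA positive control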
Diaphorase inh = counter-screen for diaphorase-based assays: diaphorase inhibitors and chemical oxidizers | diaphorase resazurin-to-resorufin fluorescence, NADH, 16 min; bacterial (C. kluyveri) enzyme, not human | inhibition, % at 20 µM | 0.69% of 190,000 active | AID 1217;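 active = primary screen inhibition at 20 µM above a set limit, cut at about 50% in these data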;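 note: plate controls were DMSO with full reaction for no effect and wells lacking NADH for full effect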
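material = Clostridium kluyveri diaphorase enzyme | amount = 0.14 U/mL diaphorase, enzyme working solution | schedule = incubation 16 min, room temperature | detection = fluorescence of resorufin formed from resazurin, Ex 544/Em 590 nm | benchmarks = positive control minus NADH, DMSO neutral control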
* hit, by the source's call.

item | structure | Diaphorase act | Efa HMGR inh | FLuc act counter | G6PDH CS | TNAP act hi DEA | TNAP inh hi DEA | PMI act | PMI act hi M6P | TNAP inh noacc | Diaphorase inh
1 | CN1CCN(c2ccc(NC(=O)c3cccs3)cc2)CC1 | 1 | -3 | 0.7 | 15 | 1 | -3 | 1 | 0.9 | -7 | -4
2 | Cc1ccc(Cl)cc1N1CCN(C(=O)C2CCN(c3nnc(-n4cccc4)s3)CC2)CC1 | 0.8 | -1 | 1 | -35 | 1 | 0 | 0.7 | 0.8 | -9 | 16
3 | CC1Cc2ccccc2N1C(=O)CN(C)S(=O)(=O)c1cccc2cccnc12 (configuration not stated) | 0.9 | 0 | 1 | 1 | 1 | 0 | 1 | 1.1 | -16 | 7
4 | CC1Cc2nc(SCC(N)=O)n(C)c(=O)c2S1 (configuration not stated) | 0.9 | -6 | 1.1 | -17 | 1 | -4 | 1 | 1 | -9 | 10
5 | CCC(C)NC(=O)CSc1nc(-c2cccs2)cc(C(F)(F)F)n1 (configuration not stated) | 0.9 | -4 | 1 | 9 | 1 | -1 | 1 | 1.1 | 11 | 5
6 | CN1CC(=O)N(CC(=O)Nc2ccc(Cl)c(C(F)(F)F)c2)C1=O | 1 | -10 | 1 | 1 | 1 | -1 | 1 | 1 | -6 | 4
7 | COc1ccc(C(=O)N2C(=O)c3ccc(N)cc3C2=O)cc1 | 1 | -1 | 0.9 | -7 | 1 | 2 | 1.1 | 1 | -2 | -4
8 | CCCn1nnnc1NC(=O)COc1ccc(CC)cc1 | 1 | -7 | 1.1 | 6 | 1 | -3 | 1 | 1 | -7 | -2
9 | O=C(Nc1ccccc1F)Nc1ccccc1Br | 0.8 | -1 | 1 | 7 | 1.1 | -8 | 1 | 1 | -13 | 16
10 | CCCCC(=O)NC(=S)Nc1c(C)cc(Br)cc1C | 0.8 | 1 | 1 | -2 | 1 | 3 | 0.7 | 0.8 | -1 | 16
11 | COc1cccc(/C=N/Nc2snc(SC)c2C#N)c1 | 0.9 | 2 | 1 | -1 | 1 | 1 | 1.3 | 1.8 | -12 | 15
12 | O=C(O)c1cccc(N2C(=O)c3cccc4c(Cl)ccc(c34)C2=O)c1 | 0.8 | 0 | 1 | 6 | 1 | 4 | 1 | 0.9 | -3 | 16
13 | FC(F)(F)c1cccc(CN2CCCCCC2)c1 | 0.9 | 0 | 1.1 | 4 | 1 | -1 | 0.9 | 1 | -2 | 15
14 | COc1ccc(CCNC(=O)COc2ccc(C)nc2[N+](=O)[O-])cc1OC | 0.8 | 0 | 1 | 12 | 1.1 | -8 | 1.1 | 1.1 | 5 | 20
15 | NC(=O)c1ccc(NC(=O)COC(=O)/C=C/c2cn(-c3ccccc3)nc2-c2cccnc2)cc1 | 0.9 | 6 | 1 | 4 | 1.1 | -7 | 1.1 | 1 | -6 | 9
16 | COC(=O)c1cc(Br)c(=O)n(-c2ccccc2F)c1 | 0.9 | 0 | 1.1 | 2 | 1 | -3 | 1 | 0.9 | -10 | 8
17 | O=C1NN=C(c2ccc(Cl)cc2)CC1c1c[nH]c2ccccc12 (configuration not stated) | 0.9 | -3 | 1 | 5 | 1 | 0 | 0.9 | 0.9 | -1 | 10
18 | CCOC(=O)c1c(CC(C)C)csc1/N=C/C1C(=O)CC(C)(C)CC1=O | 0.9 | -2 | 1 | -1 | 0.9 | 12 | 0.9 | 0.8 | 5 | 12
19 | COc1ccc(-n2c(O)c(/C=N/NS(=O)(=O)c3ccc(C)c([N+](=O)[O-])c3)c3ccccc3c2=O)cc1OC | 0.5 | 4 | 1 | 11 | 1 | 0 | 1.3 | 1.6 | -23 | 47
20 | COC(=O)C1=C(C)NC(=O)/C1=C\c1cc(C)n(-c2ccccc2F)c1C | 0.8 | 0 | 0.9 | 1 | 1 | -3 | 1.6 | 1.5 | 6 | 16
21 | Cc1cc(C)n2nc(SCc3nnc(SCc4ccccc4Cl)s3)nc2n1 | 0.4 | -4 | 1 | -10 | 1 | -1 | 0.9 | 0.9 | -11 | 58*
22 | O=C(Cc1ccc(Cl)cc1)Nc1cccc2ncccc12 | 1.2 | -3 | 1 | 8 | 1 | -5 | 1 | 1 | -5 | -18
23 | O=C(CN1C(=O)S/C(=C/c2cccnc2)C1=O)N1CCOCC1 | 0.9 | -1 | 1 | 1 | 1 | 3 | 1 | 0.9 | 18 | 12
24 | CC(=O)N1CCN(Cc2nc3cc(NC(=O)c4ccc(Cl)cc4)ccc3n2C)CC1 | 0.8 | -1 | 1 | 9 | 1 | -1 | 0.8 | 0.9 | -7 | 16
25 | CCn1nnc(-c2ccccc2NS(=O)(=O)c2ccc(C(=O)OC)cc2)n1 | 0.8 | -11 | 1 | 0 | 1 | 0 | 0.8 | 0.8 | -5 | 16
26 | Cc1ccc(-n2nnnc2SC(C(=O)c2c[nH]c3ccccc23)c2ccccc2)cc1 (configuration not stated) | 0.7 | -7 | 1 | -8 | 1 | -2 | 0.8 | 0.9 | -15 | 26
27 | O=C(Nc1cccnc1)Nc1ccc2c(c1)OCO2 | 0.9 | -5 | 0.5 | 3 | 1 | -4 | 0.9 | 1 | -7 | 8
28 | C=CCn1c(SCC(=O)c2cccs2)nc2sc(C)cc2c1=O | 0.8 | -4 | 1.1 | -3 | 1.1 | -6 | 0.8 | 0.9 | -7 | 20
29 | CCOC(=O)c1[nH]cnc1C(=O)Nc1ccc(F)cc1 | 0.9 | -3 | 1.1 | 2 | 1.1 | -8 | 1.1 | 1 | -25 | 8
30 | COc1ccc(NC(=O)C(=S)N2CCCC2)cc1 | 0.9 | 4 | 1 | -2 | 1.1 | -6 | 1 | 1 | -11 | 6
31 | O=C1C=C(Nc2ccc(Cl)cc2)C(=O)N1c1ccc(Cl)cc1 | 1.1 | 1 | 1 | 11 | 1 | 0 | 1.1 | 1.1 | 0 | -15
32 | CC(C)c1csc(CN2CCCC(CCC(=O)NCc3ccccc3F)C2)n1 (configuration not stated) | 0.9 | -7 | 1.1 | 1 | 1.1 | -6 | 1 | 1 | -11 | 6
33 | O=C(NCC(=O)N(Cc1ccc(F)cc1)C(C(=O)NC1CCCC1)c1ccco1)c1ccco1 (configuration not stated) | 0.9 | 1 | 1 | 10 | 1.1 | -6 | 1.1 | 1 | 9 | 7
34 | COc1ccc(/C=C2\N=C(C)N(c3ccc(C(=O)O)cc3)C2=O)cc1OC | 0.9 | -2 | 1 | 5 | 1 | 3 | 1 | 0.9 | 3 | 8
35 | O=C(CCN1C(=O)/C(=C/C=C/c2ccccc2)SC1=S)Nc1nc2ccccc2s1 | 0.9 | 1 | 1 | 0 | 0.9 | 10 | 1 | 1 | 8 | 10
36 | CC(=O)Nc1ccc(-c2cc(NC(C)=O)n(-c3ccccc3)n2)cc1 | 1.2 | -1 | 1 | 3 | 1.1 | -10 | 1.2 | 1 | -2 | -16
37 | Cc1ccccc1OCc1nnc(SCc2nc3ccccc3c(=O)[nH]2)n1C | 1 | 0 | 1.1 | 0 | 1 | -1 | 1.1 | 1.1 | -7 | 4
38 | CCN(CC)C(=O)c1sc(NC(=O)c2ccco2)c(C#N)c1C | 1 | -2 | 1 | 2 | 1 | -2 | 1.2 | 1.1 | -4 | 1
39 | Nc1c(NCc2ccccc2)c(=O)[nH]c(=O)n1Cc1ccccc1 | 0.8 | -8 | 1 | 5 | 1 | -2 | 0.7 | 0.8 | 2 | 18
40 | O=C(CCC1CCCCC1)NCc1cccs1 | 1 | -6 | 1.1 | 10 | 1 | -4 | 1 | 1 | 1 | -1
41 | CCc1nnc(NC(=O)Cc2cc(OC)c(OC)c(OC)c2)s1 | 1 | -1 | 1.1 | 7 | 1.1 | -6 | 1 | 1 | 3 | -2
42 | C=CCn1c(COc2cccc3cccnc23)nnc1SCC(=O)OC | 0.9 | 0 | 1.1 | 6 | 1 | -4 | 0.9 | 0.9 | -8 | 9
43 | Cc1cc2ncn(-c3ncnc4sc5c(c34)CCC(C)C5)c2cc1C (configuration not stated) | 0.9 | -2 | 1.1 | 10 | 1 | -1 | 1 | 1 | 2 | 14
44 | O=C(c1cn(-c2ccccc2)nc1-c1cccs1)N1CCN(c2ccccn2)CC1 | 0.7 | 0 | 0.8 | -7 | 1 | -3 | 0.7 | 0.7 | -10 | 31
45 | CCCc1cc(=O)[nH]c(SCC(=O)NC)n1 | 1 | 3 | 1.1 | 9 | 1 | -4 | 1.1 | 1.1 | 8 | -2
46 | C=CCSc1nnc2n(CCc3ccccc3)c(=O)c3c4c(sc3n12)COC(C)(C)C4 | 0.9 | -6 | 1 | 0 | 1 | 0 | 1 | 0.9 | -19 | 12
47 | O=C(Cn1cc(C(=O)c2cccs2)c2ccccc21)NC1CCCCC1 | 0.9 | 1 | 1 | 10 | 1 | 3 | 0.9 | 0.9 | -10 | 14
48 | CC(NC(=O)CCN1C(=O)c2ccccc2C1=O)c1ccc2c(c1)CCCC2 (configuration not stated) | 0.9 | -3 | 1.1 | 9 | 1 | 0 | 1.1 | 1.1 | -7 | 10
49 | Cc1ccc(N(CC(=O)Nc2ccc(C)cc2C)S(=O)(=O)N2CCCC2)cc1 | 0.9 | -3 | 1.1 | 1 | 1.1 | -6 | 1 | 1 | -15 | 8
50 | COC(=O)[C@@H](NC(=O)O[C@H]1C(=O)c2ccc(OC)cc2O[C@@H]1c1ccc2c(c1)OCO2)C(C)C | 0.7 | 1 | 1 | 19 | 1 | 3 | 0.8 | 0.9 | -1 | 27
51 | Cc1ccc2cc(C3CC(c4ccco4)=NN3C(=O)CCC(=O)O)c(Cl)nc2c1 (configuration not stated) | 0.9 | 1 | 1 | 14 | 1 | -2 | 0.9 | 0.9 | -16 | 9
52 | Cc1ccc(OCC(=O)Nc2ccc(N3CCN(C(=O)c4ccco4)CC3)cc2)cc1 | 0.9 | -8 | 1.1 | 13 | 1.1 | -6 | 1 | 1 | -3 | 8
53 | CC(NC(=O)c1ccc(S(=O)(=O)N(C)C)cc1)c1ccccc1 (configuration not stated) | 0.8 | 0 | 1 | 6 | 1 | -2 | 0.8 | 0.8 | -10 | 17
54 | COC(=O)CSc1nc2ccc(NC(C)=O)cc2s1 | 0.9 | 4 | 1 | 2 | 1 | -2 | 1 | 1 | -7 | 5
